Bioassay records deposited in PubChem by National Center for Advancing Translational Sciences (NCATS).
Akt phos inh = inhibitors of Akt phosphorylation; Neuro2A IGF-stimulated pAkt S473 HTRF, 20 min; hits give low values; activity change, % for hits at 50 µM; 0.32% of 360,000 active; in the data active means activity change below about -80%; inconclusive means mostly about -51% to -80%; further: on the % scale 0 is the no-effect control and ±100 the full control effect
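Neuro2A cells (4,500/well, DMEM with 0.5% FBS) were treated with compound at a single 50 µM final concentration, stimulated with 6 nM IGF for 20 min at 37 °C, and lysed. Phospho-Akt Ser473 was read by HTRF as 665/615 ratio ×10^4.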
PTHR1 agonist = activates the human parathyroid hormone receptor PTHR1; Q03431; Potency, µM (highest dose often 115 µM), inactives show at the top dose activation, most hits filed as activators; AID 743266; 0.075% of 410,000 active; HEK293 GP2 PTHR1 cells, GloSensor cAMP luminescence, 1 h; further: potency means the concentration at half of the fitted maximal effect; nearly all actives have a fitted effect of over 55% in size; some results filed as inactive show a strong effect at the top dose; inactives centre near -15; many of its hits are not listed in these tables
Target sequence (Q03431 whole entry, looked up): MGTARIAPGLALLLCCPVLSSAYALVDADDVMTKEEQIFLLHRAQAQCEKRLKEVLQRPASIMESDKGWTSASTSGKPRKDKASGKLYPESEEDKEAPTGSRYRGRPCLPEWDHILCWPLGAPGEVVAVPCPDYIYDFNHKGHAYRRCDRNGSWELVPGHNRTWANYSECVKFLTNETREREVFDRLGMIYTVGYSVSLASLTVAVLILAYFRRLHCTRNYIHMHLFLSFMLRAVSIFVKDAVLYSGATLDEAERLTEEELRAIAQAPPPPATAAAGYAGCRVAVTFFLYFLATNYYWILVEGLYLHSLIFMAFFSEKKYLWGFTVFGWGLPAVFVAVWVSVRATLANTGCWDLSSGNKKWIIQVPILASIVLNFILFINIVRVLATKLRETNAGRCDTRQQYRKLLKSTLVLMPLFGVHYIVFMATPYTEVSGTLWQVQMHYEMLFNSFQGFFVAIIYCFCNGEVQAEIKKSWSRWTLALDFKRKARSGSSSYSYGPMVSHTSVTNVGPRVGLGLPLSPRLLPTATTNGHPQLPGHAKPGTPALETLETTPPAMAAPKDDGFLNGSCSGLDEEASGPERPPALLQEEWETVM
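HEK-293-derived GP2 cells expressing PTHR1 and a GloSensor cAMP reporter, 3,000/well, plated overnight, given luciferin plus IBMX (each 0.5 mM as added) for 1 h at 37 °C, then compound for 1 h at 37 °C. Luminescence was read after 15 min at room temperature.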
GLP-1R inv ag = GLP-1 receptor (human) inverse agonism. HEK293 GLP-1R CRE-luciferase, luminescence, 24 h; GLP-1R form is constitutively active. Potency, µM (series often up to 38.3 µM), inactives show top-dose activity change, negative = inhibition, actives largely listed as inhibitors. 1.6% of 410,000 active. AID 624417; further: potency means the concentration at half of the fitted maximal effect; on the % scale 0 is the no-effect control and ±100 the full control effect; nearly all actives have a fitted effect of over 55% in size
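Luminescence readout: a drop in cAMP-driven luciferase signal flags inverse agonism at a constitutively active GLP-1R stably expressed in HEK293. Compound exposure lasted 24 hr at 37 deg C, 5% CO2.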
Mm-Cpn inhibitor = blocks the Methanococcus maripaludis chaperonin Mm-Cpn; purified Mm-Cpn ATPase, ADP Transcreener TR-FRET; Potency, µM (series often up to 76.9 µM), without a hit: at the highest dose activity, negative = inhibition, actives largely listed as inhibitors; 0.031% of 330,000 active; AID 504842; further: potency means the concentration at half of the fitted maximal effect; on the % scale 0 is the no-effect control and ±100 the full control effect; nearly all actives have a fitted effect of over 80% in size
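25 nM Mm-CPN + cpd, 10 min 37°C; + 10 uM ATP, 30 min 37°C; buffer 30 mM Tris pH 7.4, 100 mM KCl, 5 mM MgCl2, 1 mM DTT; Transcreener ADP HTRF detection 30 min RT.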
TDP-43 yeast inh = rescues yeast growth from TDP-43 toxicity; AID 652104; TDP-43 expressing yeast growth rescue, BacTiter-Glo, 24 h; 1.8% of 410,000 active; Potency, µM (highest dose often 46.1 µM), without a hit: top-dose growth rescue (activation), hits mostly activators; further: potency means the concentration at half of the fitted maximal effect; % of control where 0% means no effect; nearly all actives have a fitted effect of over 50% in size
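Galactose-induced TDP-43 yeast, OD600=0.02, compound pinned; 24 hr, 30 deg C; BacTiter-Glo luminescence for growth. Inhibitors of TDP-43 toxicity read as activators.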
aSyn yeast inh = inhibitors of alpha-synuclein toxicity in yeast. Yeast expressing alpha-synuclein, growth rescue, BacTiter-Glo, 24 h. 0.14% of 370,000 active. Potency, µM (top dose mostly 46.1 µM), for the others: at the highest dose growth rescue (activation), actives largely listed as activators; further: potency means the concentration at half of the fitted maximal effect; % of control where 0% means no effect; nearly all actives have a fitted effect of over 65% in size
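Rescue of yeast growth: cells expressing toxic alpha-synuclein, induced in galactose at OD600 0.02, incubated with compound 24 h at 30 C. ATP luminescence quantified growth; inhibitors of toxicity appear as activators.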
FUS suppressor = suppressors of FUS proteinopathy in yeast; 0.24% of 390,000 active; Potency, µM (highest dose often 76.6 µM), for the others: at the top dose growth rescue (activation), actives largely listed as activators; S. cerevisiae FUS-expressing, growth rescue, OD600, 24 h; AID 1347120;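 further: potency means the concentration at half of the fitted maximal effect; plate controls were DMSO vehicle for no effect and reference control for full effect; nearly all actives have a fitted effect of over 55% in size; some results filed as inactive show a strong effect at the top dose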
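Quantitative HTS measuring growth restoration of FUS-toxic yeast. Galactose-induced cells (OD 0.005) were exposed 24hr at 30C to compounds at several concentrations, then absorbance at 600 nm was recorded.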
Abeta yeast res = A-beta toxicity reversal in yeast; 0.063% of 410,000 active; yeast expressing A-beta42, growth rescue, OD600, 48 h; response scale: 0% DMSO, 100% iron-clioquinol control; Potency, µM (titrated, usually from 46.1 µM), for inactives: at the top dose growth rescue, actives largely listed as activators; further: potency means the concentration at half of the fitted maximal effect; nearly all actives have a fitted effect of over 55% in size
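Yeast growth medium received pinned compounds, then yeast cells expressing toxic A-beta were added; plates incubated at 30 C for 48 hr. Growth read as absorbance at 600 nm, normalized to DMSO and equimolar FeCl3 plus clioquinol controls.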
GLP1R cytotox = cytotoxicity in counter-screen for GLP-1R inverse agonists; AID 624418; HEK293 cAMP-luciferase reporter cells, luminescence, 24 h; 0.13% of 410,000 active; Potency, µM (top dose mostly 38.3 µM), for the others: at the highest dose activity change, negative = inhibition, actives largely listed as inhibitors;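 further: loss of luciferase light is scored as toxicity; potency means the concentration at half of the fitted maximal effect; on the % scale 0 is the no-effect control and ±100 the full control effect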
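1536-well qHTS counterscreen of the MLSMR; 200 cells/uL, 12 h pre-incubation, 23 nL cpd, 24 h at 37 deg C 5% CO2, luciferase detection reagent, 12 min RT, luminescence. Inhibition = undesired.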
* = called active by the depositor; [ ] = dose if it differs, or a comment. Unless noted, the call rests on the fitted dose curve; in most records, active means well fitted curve in the direction sought with a large enough effect; inconclusive means small, poorly fitted or top-dose-only effect, or another doubt; inactive means no such curve, though single readings can be large; an effect the other way counts as inactive or inconclusive. Not all compounds are listed, so the mix of outcomes need not match the whole.

Cc1ccc(C)c(NC(=O)CCC(=O)N2CCOc3ccccc32)c1 was read as Akt phos inh inactive, PTHR1 agonist -23%, GLP-1R inv ag -30%, Mm-Cpn inhibitor 0%, TDP-43 yeast inh 9%, aSyn yeast inh 1%, FUS suppressor -16%, Abeta yeast res -4% and GLP1R cytotox -5%.
CC1=CC(C)(C)N(C(=O)CSc2nnc(N)s2)c2cc(C)c(C)cc21 was read as Akt phos inh inactive, PTHR1 agonist -4%[57.5 µM], GLP-1R inv ag 0%, Mm-Cpn inhibitor 2%, TDP-43 yeast inh -25%, aSyn yeast inh 6%, FUS suppressor 29%, Abeta yeast res 1% and GLP1R cytotox -5%.
For S=C(NC1CCCCC1)N1CCN(Cc2ccccc2)CC1 the results were Akt phos inh inactive, PTHR1 agonist -7%, GLP-1R inv ag -19%, Mm-Cpn inhibitor 1%, TDP-43 yeast inh 11%, aSyn yeast inh 2%, FUS suppressor -2%, Abeta yeast res 0% and GLP1R cytotox -2%.
Clc1ccc(SCc2cc(-c3ccccc3)no2)cc1 was read as Akt phos inh inactive, PTHR1 agonist -2%, GLP-1R inv ag 13%, Mm-Cpn inhibitor 0%, TDP-43 yeast inh 4%, aSyn yeast inh 2%, FUS suppressor -11%, Abeta yeast res 14% and GLP1R cytotox -10%.
For Cc1cc(C(=O)NC(C)C2CC2)c(Cl)cc1Cl (stereo not drawn) the results were Akt phos inh inactive, PTHR1 agonist -25%, GLP-1R inv ag 3%, Mm-Cpn inhibitor 0%, TDP-43 yeast inh 3%, aSyn yeast inh -1%, FUS suppressor -14%, Abeta yeast res -10% and GLP1R cytotox 19%.
C/C(=N\NC(=O)C(N)=O)c1cccc(C(F)(F)F)c1 was read as Akt phos inh inactive, PTHR1 agonist -33%[inhibitor], GLP-1R inv ag 1%, Mm-Cpn inhibitor -3%, TDP-43 yeast inh 18%, aSyn yeast inh -2%, FUS suppressor 6%, Abeta yeast res -7% and GLP1R cytotox -3%.
`CN(C)C=Nc1ncc2c3ccccc3n(CCN(C)C)c2c1C#N` gave Akt phos inh inactive, PTHR1 agonist -10%[57.5 µM], GLP-1R inv ag inconclusive, Mm-Cpn inhibitor -1%, TDP-43 yeast inh -6%, aSyn yeast inh 0%, FUS suppressor 9%, Abeta yeast res 1% and GLP1R cytotox -8%.
Cc1ccc(NC(=S)N(Cc2cccs2)Cc2cc3cc(C)ccc3[nH]c2=O)cc1 was read as Akt phos inh inactive, PTHR1 agonist inactive, GLP-1R inv ag -6%, Mm-Cpn inhibitor 1%, TDP-43 yeast inh -1%, aSyn yeast inh -5%, FUS suppressor -8%, Abeta yeast res -3% and GLP1R cytotox -4%.
Cc1nc2c(C(=O)NCCC(C)C)cnn2c(C)c1Cc1c(F)cccc1Cl was read as PTHR1 agonist -10%, GLP-1R inv ag -20%, TDP-43 yeast inh 11%, FUS suppressor 13%, Abeta yeast res -15% and GLP1R cytotox -11%.
CCCC(c1nnnn1CC1CCCO1)N1CCN(c2nc3ccccc3s2)CC1 (stereo not drawn) was read as Akt phos inh inactive, PTHR1 agonist -51%[inhibitor][57.5 µM], GLP-1R inv ag inconclusive, Mm-Cpn inhibitor 2%, TDP-43 yeast inh 11%, aSyn yeast inh 4%, FUS suppressor 21%, Abeta yeast res 7% and GLP1R cytotox -1%.
For O=C(C[C@H]1CC[C@@H]2[C@H](COC[C@@H](O)CN2Cc2ccc(Cl)cc2)O1)NCCc1ccccc1 the results were Akt phos inh inactive, PTHR1 agonist -34%[inhibitor], GLP-1R inv ag -14%, TDP-43 yeast inh 8%, aSyn yeast inh inconclusive, FUS suppressor -4%, Abeta yeast res -6% and GLP1R cytotox -8%.
For O=C(Cc1ccc(Cl)cc1Cl)OCC(=O)N1CCCCC1 the results were Akt phos inh inactive, PTHR1 agonist -29%, GLP-1R inv ag -19%, Mm-Cpn inhibitor 1%, TDP-43 yeast inh 19%, aSyn yeast inh 12%, FUS suppressor -4%, Abeta yeast res -4% and GLP1R cytotox 9%.
CC(=O)Oc1ccc2c(c1)O/C(=C\c1ccncc1)C2=O was read as Akt phos inh inactive, PTHR1 agonist -93%[inhibitor], GLP-1R inv ag 17%, Mm-Cpn inhibitor -10%, TDP-43 yeast inh 13%, aSyn yeast inh -2%, FUS suppressor 5%, Abeta yeast res 4% and GLP1R cytotox 25%.
C[C@H](CO)N1C[C@H](C)[C@H](CN(C)S(=O)(=O)c2ccc3ccccc3c2)OCc2cnnn2CCCC1=O was read as Akt phos inh inactive, PTHR1 agonist -18%, GLP-1R inv ag 3%, TDP-43 yeast inh 10%, aSyn yeast inh 2%, FUS suppressor 21%, Abeta yeast res 0% and GLP1R cytotox 2%.
For Cc1noc(C)c1NC(=O)N(C)C[C@H]1OCCCC[C@@H](C)Oc2ccc(NS(=O)(=O)c3ccccc3)cc2C(=O)N([C@H](C)CO)C[C@@H]1C the results were Akt phos inh inactive, PTHR1 agonist -30%, GLP-1R inv ag 17%, TDP-43 yeast inh 0%, aSyn yeast inh 1%, FUS suppressor 24%, Abeta yeast res 4% and GLP1R cytotox 4%.
Screening O=C(NCc1ccccc1)c1nc(-c2ccc(Cl)cc2)n2c1CCCCC2 returned PTHR1 agonist -10%, GLP-1R inv ag inconclusive, TDP-43 yeast inh inconclusive, FUS suppressor inconclusive, Abeta yeast res -22% and GLP1R cytotox -13%.
For Cc1ccc(-n2ncc3c(N(C)C)ncnc32)cc1Cl the results were PTHR1 agonist -88%, GLP-1R inv ag -24%, TDP-43 yeast inh 17%, FUS suppressor 0%, Abeta yeast res -26% and GLP1R cytotox 0%.
For CC(NC(=O)c1cc2ccccc2o1)C(=O)O (stereo not drawn) the results were Akt phos inh inactive, PTHR1 agonist -9%, GLP-1R inv ag 4%, Mm-Cpn inhibitor 0%, TDP-43 yeast inh 8%, aSyn yeast inh 0%, FUS suppressor 6%, Abeta yeast res 3% and GLP1R cytotox -3%.
For O=c1cc(-c2ccc([N+](=O)[O-])cc2)c2cc3c(cc2[nH]1)OCCO3 the results were Akt phos inh inactive, PTHR1 agonist -12%, GLP-1R inv ag 4%, Mm-Cpn inhibitor -1%, TDP-43 yeast inh -13%, aSyn yeast inh -1%, FUS suppressor 11%, Abeta yeast res -11% and GLP1R cytotox -1%.
For COc1ccccc1C/C(N)=N/OC(=O)c1cccc([N+](=O)[O-])c1 the results were Akt phos inh inactive, PTHR1 agonist -6%, GLP-1R inv ag inconclusive, Mm-Cpn inhibitor 1%, TDP-43 yeast inh 26%, aSyn yeast inh -32%[inhibitor], FUS suppressor 20%, Abeta yeast res 27% and GLP1R cytotox -6%.
O=C(CC12CC3CC(CC(C3)C1)C2)NCC(=O)N1CCCC1 was read as Akt phos inh inactive, PTHR1 agonist inactive, GLP-1R inv ag 16%, Mm-Cpn inhibitor 2%, TDP-43 yeast inh 4%, aSyn yeast inh -8%, FUS suppressor -20%, Abeta yeast res -3%[9.22 µM] and GLP1R cytotox -2%.
`CCC(C)NC(=O)C1=CC(c2ccc3c(c2)OCO3)=NS(=O)(=O)N1C` (stereo not drawn) gave PTHR1 agonist inactive, GLP-1R inv ag 9%, TDP-43 yeast inh 3%, FUS suppressor -2%, Abeta yeast res -1% and GLP1R cytotox 6%.
`NC(=O)N/N=C/c1ccc([N+](=O)[O-])o1` gave Akt phos inh inactive, PTHR1 agonist -5%, GLP-1R inv ag 28%, Mm-Cpn inhibitor -2%, TDP-43 yeast inh 13%, aSyn yeast inh 6%, FUS suppressor -34%, Abeta yeast res -22% and GLP1R cytotox -26%.

Structural class, the entries above containing an NH in an aromatic ring
Cc1ccc(NC(=S)N(Cc2cccs2)Cc2cc3cc(C)ccc3[nH]c2=O)cc1 was read as Akt phos inh inactive, PTHR1 agonist inactive, GLP-1R inv ag -6%, Mm-Cpn inhibitor 1%, TDP-43 yeast inh -1%, aSyn yeast inh -5%, FUS suppressor -8%, Abeta yeast res -3% and GLP1R cytotox -4%.
For O=c1cc(-c2ccc([N+](=O)[O-])cc2)c2cc3c(cc2[nH]1)OCCO3 the results were Akt phos inh inactive, PTHR1 agonist -12%, GLP-1R inv ag 4%, Mm-Cpn inhibitor -1%, TDP-43 yeast inh -13%, aSyn yeast inh -1%, FUS suppressor 11%, Abeta yeast res -11% and GLP1R cytotox -1%.
